# HTRA1 inhibitor: HTRA1 serine protease inhibitors, primary screen, biochemical, fluorescence polarization, HTS | Q92743 | recombinant HTRA1, FP-rhodamine activity-based probe | inhibition, % at 5.96 µM | actives 0.5% (n = 340,000); in the data active means inhibition above about 36%;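 further: 0% = enzyme with DMSO and 100% = wells lacking enzyme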
# Target sequence (Q92743 whole entry, looked up): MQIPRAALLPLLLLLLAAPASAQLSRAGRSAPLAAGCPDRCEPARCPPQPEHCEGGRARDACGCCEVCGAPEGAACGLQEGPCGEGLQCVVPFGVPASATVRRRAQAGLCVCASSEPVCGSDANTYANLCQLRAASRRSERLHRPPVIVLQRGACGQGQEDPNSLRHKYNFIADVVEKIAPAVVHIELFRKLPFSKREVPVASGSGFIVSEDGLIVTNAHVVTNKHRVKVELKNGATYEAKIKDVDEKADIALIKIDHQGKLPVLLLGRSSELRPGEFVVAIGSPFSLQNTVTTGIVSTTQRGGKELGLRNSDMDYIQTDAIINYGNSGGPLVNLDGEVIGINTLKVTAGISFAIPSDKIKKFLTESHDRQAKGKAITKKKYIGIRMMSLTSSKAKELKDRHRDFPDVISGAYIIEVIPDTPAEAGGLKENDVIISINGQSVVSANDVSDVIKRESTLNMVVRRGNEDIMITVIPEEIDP
# Starred values were filed as active, the others as inactive; & = joins results of further samples. The list is partial. The share of hits here may be higher or lower than overall.
SMILES,HTRA1 inhibitor
O=C(O)C1C2C=CC(O2)C1C(=O)NCCC1=CCCCC1 (stereo unspecified),1
C#CCOCCOCCOCCNc1nc(N2CCN(C(=O)CCCCCCCCCCNC(=O)Cn3cc(CCCCCN)nn3)CC2)nc(N2CCN(C(=O)CCCCCCCCCCNC(=O)[C@@H](CCC(=O)O)n3cc(CCCCCN)nn3)CC2)n1,-13
O=C1/C(=C/c2ccc3c(c2)OCO3)Oc2cc(OCC(=O)N3CCC[C@H]3C(=O)O)ccc21,5
Cc1cc(OCC(=O)NCc2ccccn2)cc(C)c1Br,7
NC(=O)[C@@H]1CCCCNc2c(F)cc([N+](=O)[O-])cc2C(=O)N[C@@H](CC(=O)O)C(=O)N[C@@H](CCC(=O)O)C(=O)N1,-7
COc1cc2oc(=O)cc(-c3ccc(-c4ccc(C(F)(F)F)cc4)cc3)c2c(OC)c1OC,-6
O=C(NCc1cccnc1)C(=O)Nc1cc2c3c(c1)CC(=O)N3CCC2,-4
C#CCOCCOCCOCCNc1nc(N2CCN(C(=O)CCCCCCCCCCNC(=O)[C@H]([C@@H](C)CC)n3cc(CCCCN=C(N)N)nn3)CC2)nc(N2CCN(C(=O)CCCCCCCCCCNC(=O)[C@H](CO)n3cc(CCCCCN)nn3)CC2)n1,-50
CCCCCCCCCn1c2c(c(=N)c3c1CCC3)CCC2,20
N#Cc1c(N(CCO)CCO)nc(N)c2c(N)nc3c(c12)CC(=O)N3Cc1cccs1,18
COc1ccccc1NC(=O)CCS(=O)(=O)c1ccc2c(c1)NC(=O)C(C)S2 (stereo unspecified),0
COc1ccc(-n2nc3c(N4CCC(C(=O)NCCc5ccccc5C)CC4)nnc(C)c3c2C)cc1,-4
CCOc1ccc(-c2cc(C(=O)N3CCCC3)c3ccccc3n2)cc1,-8
CN1CCc2c(sc(NC(=O)c3ccc4ccccc4c3)c2C(N)=O)C1,-40
O=C(C1CCCN(S(=O)(=O)c2cnc[nH]2)C1)N1CC(=O)N(CCc2ccccc2)C(=O)C1 (stereo unspecified),-7
CCOC(=O)C(CC)n1cnc2c(nnn2-c2ccccc2)c1=O (stereo unspecified),2
COC(=O)c1cn(Cc2cc(OC)ccc2OC)cc(F)c1=O,0
COC(=O)CSc1nc2c(c(-c3ccco3)c1C#N)CCCC2,-23
CC(C)(C)N1C(=O)[C@H]2[C@@H](c3ccc(Br)cc3)N3C(=O)N(c4cccc(Br)c4)C(=O)[C@@]3(Cc3ccccc3)[C@H]2C1=O,-54
Cc1ccc(C)n1-c1ccc(-c2nnco2)cc1,2
CC[n+]1ccc(C)c2cc(SC(F)(F)F)ccc21,36*
CCOc1ccc(NC(=O)C(c2ccccn2)N(C(=O)CCl)c2ccc(F)cc2)cc1 (stereo unspecified),-1
CCOC(=O)Cn1cnc2c(nnn2-c2ccccc2)c1=O,-1
CCn1c2ccccc2c2nc3cc(S(=O)(=O)N4CCOCC4)ccc3nc21,-36
NC(=O)c1cc(N2C(=O)C=CC2=O)ccc1Cl,-6
O=S(=O)(Nc1cccc(Oc2ccc(Cl)cc2)n1)c1ccc(F)cc1,-16
COc1ccc(-c2cc(C(F)(F)F)nc(NCc3ccco3)n2)cc1OC,-27
CCCNc1nc(Nc2ccc(C)cc2)nc(N2CCCC2)n1,-14
COc1ccccc1[C@@H]1C(c2cccc(Cl)c2)=NN(c2ccccc2)[C@H]1C(=O)N1CCOC1=O,-6
O=C(O)C1CCCCN1S(=O)(=O)c1cccc2nsnc12 (stereo unspecified),-4
C/C=C\C=C\C(=O)N1CC2(CC(c3cccc(NC(=O)CC(c4ccccc4)c4ccccc4)c3)=NO2)C[C@H]1C(N)=O (stereo partly specified),-78
O=C1c2ccc(-c3ccc(F)cc3OCc3ccccc3)cc2S(=O)(=O)c2cccc(C(=O)N3CCCC3)c21,-4
NC(CSC(c1ccccc1)(c1ccccc1)c1cccc2ccccc12)C(=O)O (stereo unspecified),-40
Cc1[nH]c(=O)[nH]c(=O)c1S(=O)(=O)N1CCCC(C(=O)N2CCN(c3ccccc3Cl)CC2)C1 (stereo unspecified),2
Cc1cc(-c2ccccc2)nc2cc(C(=O)NCCCn3ccnc3)nn12,2
CC(C(=O)Nc1ccc(C(=O)O)c(O)c1)N1C(=O)/C(=C\c2ccco2)SC1=S (stereo unspecified),9
COc1ccc(C(C(=O)NC2CCCCC2)N(C(=O)CCl)c2ccc(OC)cc2)cc1 (stereo unspecified),-5
O=C(CCN1C(=O)/C(=C/c2ccccc2)SC1=S)NCCc1ccc(O)cc1,-21
CCN(CC)S(=O)(=O)c1cccc(NC(=O)CCNC(=O)NC23CC4CC(CC(C4)C2)C3)c1,-26
COc1cccc2sc(N3CCN(C(=O)c4ccc([N+](=O)[O-])o4)CC3)nc12,-3

# Quoted from the entries so far (14 entries):
SMILES,HTRA1 inhibitor
CC[n+]1ccc(C)c2cc(SC(F)(F)F)ccc21,36*
CCOc1ccc(NC(=O)C(c2ccccn2)N(C(=O)CCl)c2ccc(F)cc2)cc1 (stereo unspecified),-1
CCOC(=O)Cn1cnc2c(nnn2-c2ccccc2)c1=O,-1
CCn1c2ccccc2c2nc3cc(S(=O)(=O)N4CCOCC4)ccc3nc21,-36
NC(=O)c1cc(N2C(=O)C=CC2=O)ccc1Cl,-6
O=S(=O)(Nc1cccc(Oc2ccc(Cl)cc2)n1)c1ccc(F)cc1,-16
COc1ccc(-c2cc(C(F)(F)F)nc(NCc3ccco3)n2)cc1OC,-27
CCCNc1nc(Nc2ccc(C)cc2)nc(N2CCCC2)n1,-14
COc1ccccc1[C@@H]1C(c2cccc(Cl)c2)=NN(c2ccccc2)[C@H]1C(=O)N1CCOC1=O,-6
O=C(O)C1CCCCN1S(=O)(=O)c1cccc2nsnc12 (stereo unspecified),-4
C/C=C\C=C\C(=O)N1CC2(CC(c3cccc(NC(=O)CC(c4ccccc4)c4ccccc4)c3)=NO2)C[C@H]1C(N)=O (stereo partly specified),-78
O=C1c2ccc(-c3ccc(F)cc3OCc3ccccc3)cc2S(=O)(=O)c2cccc(C(=O)N3CCCC3)c21,-4
NC(CSC(c1ccccc1)(c1ccccc1)c1cccc2ccccc12)C(=O)O (stereo unspecified),-40
Cc1[nH]c(=O)[nH]c(=O)c1S(=O)(=O)N1CCCC(C(=O)N2CCN(c3ccccc3Cl)CC2)C1 (stereo unspecified),2

# Rewritten as labelled records: entries from further up
> CCCNc1nc(Nc2ccc(C)cc2)nc(N2CCCC2)n1
  HTRA1 inhibitor = -14
> O=C(O)C1CCCCN1S(=O)(=O)c1cccc2nsnc12 (stereo unspecified)
  HTRA1 inhibitor = -4

# Remaining list, next part
SMILES,HTRA1 inhibitor
CCOc1ccc(N(CC(=O)NCc2ccc(C)cc2)S(=O)(=O)c2c(C)[nH]c(=O)[nH]c2=O)cc1,1
Cn1c(OCc2ccco2)nc2c1c(=O)n(Cc1ccc(Cl)c(Cl)c1)c(=O)n2C,-7
O=C(NCC(c1cccs1)N1CCOCC1)c1cccnc1 (stereo unspecified),-3
O=S(=O)(Nc1nc(-c2sccc2Cl)cs1)c1cc(Cl)ccc1Cl,-36
NS(=O)(=O)c1ccc2nc(NC(=O)c3ccc4ncsc4c3)sc2c1,-9
O=C1/C(=C/c2cccnc2)Oc2cc(OS(=O)(=O)c3ccccc3)ccc21,-22
C=CC(=O)Nc1ccc(CN2C(=O)N(c3c(Cl)c(OC)cc(OC)c3Cl)Cc3cnc(NCCCCN(CC)CC)nc32)cc1,-5
O=c1c2ccccc2nc(SCc2nc(-c3ccccc3)no2)n1-c1ccc(F)cc1,-5
COC(=O)c1cc(S(=O)(=O)N2CCN(C3CCCCC3)CC2)c[nH]1,2
CCn1c(/N=C/c2ccccc2NS(=O)(=O)c2ccc(C)cc2)nc2ccccc21,-37
O=[N+]([O-])c1cc2c(cc1C=Nc1ccccc1)OCO2,51*
Cc1nn(-c2ccccc2)c2c1C(c1cccs1)C(C#N)=C(N)O2 (stereo unspecified),9
O=S(=O)(O)c1cc(O)c2c(O)c(N=Nc3cc(Cl)ccc3O)c(S(=O)(=O)O)cc2c1,31
CCCCc1nc(C(N)=O)c2[nH]c(=O)n(-c3ccc(OC)cc3OC)c2n1,8
Cc1ccc2[nH]c3c(c2c1)CCCC3NC(=O)CCl (stereo unspecified),0
CC(=O)c1ccc(N2CCC(c3cc(-c4ccc(Cl)cc4)n[nH]3)CC2)c([N+](=O)[O-])c1,-58
O=C(NN1C(=O)/C(=C/c2cccs2)SC1=S)c1ccccc1,-6
COc1ccc(C(=O)N/C(=C\c2ccco2)C(=O)NCc2cccnc2)cc1,3
CCn1c(=O)c(C(=O)Nc2ccc(C)cc2C)c(O)c2ccccc21,0
CCOC(=O)CSc1nc2ccccc2n1CC(=O)N1CCN(c2ccccc2)CC1,6
CC1CCN(S(=O)(=O)c2nnc(NC(=O)c3cccc([N+](=O)[O-])c3)s2)CC1,0
CC1Cc2ccccc2N1c1ncnc2nc[nH]c12 (stereo unspecified),1
COc1ccccc1OC(=O)Cc1cccc2ccccc12,-1
COc1ccc(NC(=O)NC2CCCCCCC2)c(OC)c1,0
CC(=O)Nc1ccc(/C=C2/Sc3ccccc3C2=O)cc1,6
O=C(C(Cc1ccccc1)n1cccc1)N1CCN(Cc2ccccc2)CC1 (stereo unspecified),-11
Cc1cc(C)c2[nH]c(=O)c(CN(Cc3nnnn3C3CCCC3)C3CCCCC3)cc2c1,-1
COc1ccc(C2=Nn3c(nnc3-c3ccccc3OC)SC2)cc1OC1CCCC1,-30
COC(=O)c1ccccc1CSc1nsc(/C=C/N(C)C)c1C#N,-6
COc1ccc(C(=O)/C=C/c2cn(CN3CCN(C)CC3)c3ccccc23)cc1,-32
COc1ccc(-c2oc3ncnc(NCCN4CCOCC4)c3c2-c2ccc(OC)cc2)cc1,-16
CCN(CC)C(=O)CCn1nc(-c2ccc(C)cc2)c2ccccc2c1=O,-8
CCc1ccc(C2C(C#N)=C(N)SC(N)=C2C#N)s1,-37
COc1cc(/C=C/C(=O)O)cc(OC)c1,-5
Cc1cc(C)c2c(=O)n(CC(=O)NCCCN3CCOCC3)sc2n1,-4
CCOc1cc(/C=C\[N+](=O)[O-])ccc1OCC(=O)Nc1ccccc1C,-10
O=C(Nc1ccccc1)O/N=C/c1ccccc1Cl,-13
CN(C)c1ccc(-c2c(-c3ccc4c(c3)OCO4)noc2-c2ccsc2)cn1,-10
Fc1ccc2[nH]c3c(NCCN4CCOCC4)ncnc3c2c1,0
N#CCSc1nc2cc(C(=O)N3CCC(C(N)=O)CC3)ccc2c2nc3ccccc3n12,-1
Cc1cc(C(c2nnnn2Cc2ccccc2)N2CCOCC2)c(C)n1-c1ccc2c(c1)OCO2 (stereo unspecified),4
COc1ccccc1N1CCN(C(=O)c2sc3ncnc(N4CCN(c5ccccn5)CC4)c3c2C)CC1,-2
CN(C)c1nc(=NCc2ccco2)ss1,1
CN1OC[C@@H]2CN[C@H](c3ccc(-c4cc5ccccc5o4)cc3)C[C@@H]21,1
Cc1ncc(CO)c(/C=N/NC(=S)Nc2cccc(Cl)c2)c1O,43*
CS(=O)(=O)c1ccccc1-c1nc(-c2cccc(Cl)c2)no1,-8
COc1ccccc1N1CCN(CCCCN2C(=O)C3CCCCN3C2=O)CC1 (stereo unspecified),6
CC[C@H](C)[C@H](NC(=O)[C@H](Cc1ccc(O)cc1)NC(=O)[C@@H](N)C(C)C)C(=O)N[C@@H](Cc1cnc[nH]1)C(=O)N1CCC[C@H]1C(=O)N[C@@H](Cc1ccccc1)C(=O)O,0
CC(=O)n1c2ccccc2c2nc3ccccc3nc21,6
C#CCOCCOCCOCCNc1nc(N2CCN(C(=O)[C@H](CCC(=O)O)n3cc(C(N)Cc4ccc(O)cc4)nn3)CC2)nc(N2CCN(C(=O)[C@H](Cc3cc4ccccc4[nH]3)n3cc(C(N)[C@H](C)CC)nn3)CC2)n1 (stereo partly specified),-2
COC(=O)c1c(NC(=O)/C=C/C(=O)O)sc(Cc2ccccc2)c1C,-10
CC(=O)OCC1OC(OC2C[C@]3(C)C(CC(O)C4C([C@](C)(CCC=C(C)C)OC5OC(CO)C(O)C(O)C5O)CC[C@]43C)[C@@]3(C)CCC(O)C(C)(C)C23)C(O[C@@H]2OC(C)C(O)C(O)C2O)C(O)C1O (stereo partly specified),9
O=C(NC(=S)N1CCN(c2ccc(Cl)cc2[N+](=O)[O-])CC1)c1cccs1,-4
COc1ccc(-c2ccc3c(c2)S(=O)(=O)c2cccc(C(=O)NCc4cc(C)oc4C(F)(F)F)c2C3=O)cc1OC,-10
COc1cccc(N2CCN(c3ccc4nnc(CCC(=O)Nc5ccc(C)cn5)n4n3)CC2)c1,4
CN1C[C@@H]2[C@@H]3C(=O)N(C)C(=O)[C@@H]3[C@](C)(C1=O)N2C(=O)c1ccccc1,1
CC1Cc2ccccc2N1Cc1cccc([N+](=O)[O-])c1 (stereo unspecified),4
CCOc1ccccc1NC(=O)Cn1c(=O)c(OCC)nc2cnccc21,0
CCCCn1c(CN2CCN(c3ccccc3)CC2)nc2c1c(=O)n(C)c(=O)n2C,-4
CCC[C@@H](CN1CCC[C@H]1CN1C(N)=NC[C@@H]1Cc1ccccc1)N1C[C@@H]([C@H](C)CC)N(CCc2ccc(Cl)c(Cl)c2)C1=N,4
# Continued:
SMILES,HTRA1 inhibitor
CCOC(=O)C1C(=O)NC(SCC(=O)Nc2nccs2)=C(C#N)C1c1ccccc1OCC (stereo unspecified),0
Cc1ccc(NC(=O)c2cnc(SCC(=O)c3ccccc3)n(C)c2=O)cc1,-3
O=C1CC(=C2c3ccccc3-c3ccccc32)C(=O)N1CCCCN1CCN(c2ccccc2)CC1,-12
C#CCOCCOCCOCCNc1nc(N2CCN(C(=O)CCCCCCCCCCNC(=O)[C@@H](CCC(=O)O)n3cc(CCCCCN)nn3)CC2)nc(N2CCN(C(=O)CCCCCCCCCCNC(=O)[C@H](CCCCN)n3cc(C[C@@H](C)CC)nn3)CC2)n1,-34
CCCCC(CC)C(=O)NCCCN1CCN(CCCNC(=O)C(CC)CCCC)CC1 (stereo unspecified),2
CCN1CCN(Cc2ccc(NC(=O)c3ccc(C)c(/C=C/c4cnc(Nc5cc(N6CCNCC6)nc(C)n5)cn4)c3)cc2C(F)(F)F)CC1,-14&-20
Cc1cccc(NC(=O)c2ccc3c(c2)OCCO3)n1,3
Cc1cc2c(cc(C(=O)OCC(=O)NCc3cccs3)n2C(C)C)o1,-46
COC(=O)Cn1c(C)nc2c(sc3nc(C)cc(C)c32)c1=O,6
CCOC(=O)[C@H]1[C@H]2COc3cc(OC)ccc3[C@@H]2N2C(=O)N(c3ccc(Cl)cc3)C(=O)[C@@]12C,-22

# Compound activity as filed in PubChem.
